PTEN del growth = PTEN-deleted cell growth suppression | AID 827 | actives 1.2% (n = 140,000) | viability, % at 10 µM | HCT116 PTEN-null viability, CellTiter-Glo, 60 h; hits give low values;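 active = viability at or below a set limit, 4 SD under the median of all tested compounds, cut at about 3.7% in these data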;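 also: PTEN knockout HCT116 line with beta catenin targeted HCT116 as companion control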
NPY Y2 blocker = NPY-Y2 (human) receptor antagonism | inhibition, % at 2.7 µM | actives 0.99% (n = 140,000) | AID 793 | NPY-Y2 expressing cells, antagonist mode | P49146; in the data active = inhibition above about 17%;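 also: 0% = vehicle with agonist challenge and 100% = reference antagonist with challenge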
Target sequence (P49146 whole entry, looked up): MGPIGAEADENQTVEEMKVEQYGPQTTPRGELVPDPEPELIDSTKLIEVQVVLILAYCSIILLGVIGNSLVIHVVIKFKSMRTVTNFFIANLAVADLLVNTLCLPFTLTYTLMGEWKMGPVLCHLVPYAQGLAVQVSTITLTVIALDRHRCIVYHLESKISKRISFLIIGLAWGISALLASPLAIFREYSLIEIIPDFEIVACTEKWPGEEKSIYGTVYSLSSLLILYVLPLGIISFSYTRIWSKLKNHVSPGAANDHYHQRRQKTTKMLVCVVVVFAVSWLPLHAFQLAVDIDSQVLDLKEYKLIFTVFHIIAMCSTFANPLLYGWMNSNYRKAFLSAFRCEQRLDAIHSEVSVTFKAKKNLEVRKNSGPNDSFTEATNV
HCT116 bCat-KO = beta-catenin-lacking colon tumor cell growth suppression | HCT116 beta-catenin knockout viability, CellTiter-Glo, 60 h; hits give low values | viability, % at 10 µM | actives 1.5% (n = 140,000) | AID 818;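 active = viability at or under a set limit, the compound median less 4 SD, cut at about 6% in these data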;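 also: 0% = Hyamine 1622 control at 20 µM and 100% = untreated cell control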
Phagocyt inh = blocks phagocytosis by macrophages | J774A.1 macrophage IgG-bead phagocytosis, imaging | inhibition, % at 5 µM | actives 0.07% (n = 110,000);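 active = inhibition above the mean of the plate negative controls plus 5 SD, cut at about 13% in these data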;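 also: phagocytic index as fraction of beads internalized from green versus red external bead signal; plate controls were DMSO negative control for no effect and cytochalasin-D positive control for full effect; some results beyond the cut were filed as inactive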
MRP1 act = activators of MRP-1. viability increase, % at 10 µM. actives 0.61% (n = 140,000). H69AR cells + doxorubicin, viability rescue, CellTiter-Glo;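 active = viability gain under doxorubicin at or above a set limit, the compound median plus 3 SD, cut at about 4.7% in these data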;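 also: MRP-1 overexpressing cells given doxorubicin 25 µM after compound pretreatment; 18-22 h compound pretreatment then 72 h with doxorubicin before readout; 0% = doxorubicin-only wells and 100% = vehicle-treated cells without doxorubicin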
Yeast growth inh = chemicals that inhibit yeast BB579 growth in restrictive medium (lifespan-shortening candidates) | S. cerevisiae BB579 growth, OD615, 48 h | inhibition, % at 10 µM | actives 0.51% (n = 140,000);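 active = inhibition above a set limit, 3 SD over the mean compound inhibition, cut at about 44% in these data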; also: inactives centre near -24
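Test system: Saccharomyces cerevisiae DeaD strain BB579, replicative lifespan model yeast | Buffer or medium: Restrictive CSMM-D medium | Doses: One dose, 10 µM compound with 0.25% DMSO | Incubation: 48 h exposure, 30 °C | Detection: Culture absorbance at 615 nm | Control set: Amphotericin B at 10 µg/mL as positive control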
Yeast life ext = yeast lifespan extension; S. cerevisiae growth with nicotinamide, OD615; deaD strain in restrictive glucose medium; inhibition of the nicotinamide effect, % at 10 µM; actives 0.68% (n = 130,000);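 active = inhibition above a set limit, placed 3 SD over the median of all compounds, cut at about 26% in these data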;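 also: 0% = nicotinamide-treated wells and 100% = cells grown without nicotinamide; some compounds called inactive have numbers as strong as hits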
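Assay system: engineered S. cerevisiae DeaD replicative-lifespan strain, galactose-grown log-phase cells; Buffer or medium: CSMM-D glucose medium, restrictive; Probe or stimulus: nicotinamide 1.5 mM; Compound: single dose 10 µM compound, 0.25% DMSO; Schedule: 4 h preincubation then 48 h treatment at 30 °C; Technique: OD615 measurement.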
E-sel TNF inh = TNF alpha driven E-selectin expression inhibition. HUVEC TNFa-induced E-selectin immunofluorescence, high content. inhibition, % at 2 µM. actives 0.71% (n = 120,000);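 active = inhibition above the batch mean plus 3 SD, and confirmed as a hit on visual image review, cut at about 43% in these data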;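 also: 0% = TNF-stimulated DMSO wells and 100% = unstimulated control wells; not every result past the cut was called active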
GALR2 blocker = blocks the human galanin receptor 2; GALR2-expressing cells, antagonist mode; actives 0.39% (n = 140,000); inhibition, % at 4 µM; O43603; in the data active = inhibition above about 27%;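 also: cells stimulated with galanin 1-16 at roughly its EC80; 0% = agonist challenge control and 100% = basal control without agonist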
Target sequence (O43603 whole entry, looked up): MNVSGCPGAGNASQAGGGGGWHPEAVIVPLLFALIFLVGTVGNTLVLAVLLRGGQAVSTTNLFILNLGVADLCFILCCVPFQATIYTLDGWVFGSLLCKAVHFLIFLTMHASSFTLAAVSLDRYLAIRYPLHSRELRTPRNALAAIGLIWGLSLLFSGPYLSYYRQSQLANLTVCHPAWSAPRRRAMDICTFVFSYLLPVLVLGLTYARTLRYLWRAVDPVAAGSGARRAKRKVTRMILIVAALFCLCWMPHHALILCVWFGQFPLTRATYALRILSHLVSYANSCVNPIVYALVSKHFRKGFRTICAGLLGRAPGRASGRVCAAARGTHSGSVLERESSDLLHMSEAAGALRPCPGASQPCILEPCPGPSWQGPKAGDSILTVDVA
Measles CPE = protection of cells from measles virus | Measles virus-infected cells, CPE protection, absorbance | protection (pct of control), % at 4 µM | actives 1.5% (n = 140,000); in the data active = protection mostly above about 24%, no sharp cut-off; inactive = mostly below about 26%; also: some compounds called inactive have numbers as strong as hits
* = called active by the depositor; · = not tested or not shown. No enrichment for hits; about 6.1% have a hit in one of these screens.

Screens in order: PTEN del growth, NPY Y2 blocker, HCT116 bCat-KO, Phagocyt inh, MRP1 act, Yeast growth inh, Yeast life ext, E-sel TNF inh, GALR2 blocker, Measles CPE
> O=C(CN1CCN(C2CCCCC2)CC1)Nc1ccccc1N1CCCCC1
 : 78, 11, 72, -1, -1.7, -4, -12, 2, -3, 11
> O=C(Nc1nc(-c2ccc(-c3ccccc3)cc2)cs1)C1=COCCO1
 : 70, 7, 65, -6, -3.3, -16, -7, ·, 1, 5
> Cc1cc2cc(CN(CCCN3CCOCC3)C(=O)NC3CCCCC3)c(=O)[nH]c2cc1C
 : 90, 4, 90, -4, -1.8, -58, 13, -18, 2, 5
> Cc1cc(C)n(-c2nc3c(c(=O)[nH]c(=O)n3C)n2CCc2ccccc2)n1
 : 22, 0, 27, 0, -4.5, -44, -17, 51, -9, 9
> Cc1ccc(O)c(C2=NCCNC(C(F)(F)C(F)F)=C2)c1
 : 78, 0, 82, -1, -0.5, -12, -5, 9, -3, 13
> Cc1ccc(N(C(C)C(=O)O)S(=O)(=O)c2c(C)[nH]c(=O)[nH]c2=O)cc1 (centres undefined)
 : 96, ·, 98, 1, -0.4, 13, -4, ·, ·, 13
> CCCCc1ccc(C(=O)NC(C(=O)O)C(C)C)cc1 (centres undefined)
 : 98, 3, 97, 0, -3.7, -44, -18, -3, -3, 4
> COc1ccc2cc(CN(CC3CCCO3)S(=O)(=O)c3ccccc3)c(=O)[nH]c2c1 (centres undefined)
 : 105, 5, 90, -1, -3.4, -13, -3, 17, -7, 12
> CS(=O)(=O)N1CCC(C(=O)O)CC1
 : 103, 2, 98, -1, 0.6, -43, -4, -6, 2, 3
> Cc1ccc(C(c2nnnn2CS(=O)(=O)c2ccc(C)cc2)N2CCC(C)CC2)cc1 (centres undefined)
 : 86, 2, 80, 1, 2.4, -81, 6, -41, 0, 12
> Cc1cc(C)cc(OCC(=O)NCC2CCCO2)c1 (centres undefined)
 : 98, 3, 102, ·, -0.3, 6, -14, ·, -9, 17
> Cc1ccc(CSc2nc3ccccc3c(=O)n2CCCC(=O)NCc2ccco2)cc1
 : 59, -1, 47, 0, -0.7, -21, 0, -28, 0, 10
> O=C(CSc1ccc(C(F)(F)F)cc1[N+](=O)[O-])Nc1ccccc1
 : 94, 0, 90, ·, -0.6, -40, 0, -30, 4, 14
> O=C(Oc1ccccc1C(=O)Nc1ccccc1)c1ccccc1Br
 : 79, 3, 101, 0, -1.6, 8, -2, 36, 7, 1
> CCCc1nc2sc3ccccc3c(=O)c2c(=O)n1CCOC
 : 94, 2, 87, ·, -3.1, -21, 16, -2, 9, 8
> COC(=O)c1cccc(NC(=O)C(C)N2C(=O)c3ccccc3C2=O)c1 (centres undefined)
 : 106, 1, 99, 1, -0.9, -13, 6, ·, -5, 31
> COc1ccc(O)c(-c2[nH]ncc2C(=O)c2ccccc2)c1
 : 97, 0, 106, -1, -0.5, -8, -12, ·, 16, 5
> CCc1ccc(NC(=O)c2cc(C)on2)cc1
 : 100, 0, 112, -1, 0.7, -29, -12, 6, -8, 18
> COc1cccc(OCC(O)CN2CC(C)CC(C)C2)c1 (centres undefined)
 : 98, 5, 86, 0, -2.9, -6, -14, -2, 15, 17
> COc1ccc2[nH]c(C)c(CCNC(=S)Nc3cccc(C)c3)c2c1
 : 69, -1, 56, ·, -2.1, -5, -3, 27, 13, 8

Further structures
Screens in order: PTEN del growth, NPY Y2 blocker, HCT116 bCat-KO, Phagocyt inh, MRP1 act, Yeast growth inh, Yeast life ext, E-sel TNF inh, GALR2 blocker, Measles CPE
> Cc1cccn2c(=O)c3cc(C(=O)O)n(C)c3nc12
 : 103, 1, 92, 1, -0.2, 9, -4, -2, 8, 8
> Cc1ccc(C)n1-c1ccc(C(=O)Nc2ccccc2)cc1
 : 17, 0, 22, -1, -4.8, -63, -5, -6, 5, 17
> O=C(COC(=O)c1ccc([N+](=O)[O-])s1)Nc1ncc(C(F)(F)F)cc1Cl
 : 81, 2, 80, -13, 0.8, -22, 7, 3, -5, 7
> CCN(CC)S(=O)(=O)c1ccc(C2CNC(=O)C2)cc1 (centres undefined)
 : 93, 5, 92, 0, -1.3, 14, -2, ·, 9, 2
> Cc1ccc(N2C(=O)c3ccccc3C2=O)cc1C
 : 93, 2, 89, ·, -1.5, -18, ·, -16, -6, 10
> Cc1cc(C)n(C(=O)c2c([N+](=O)[O-])cnn2C)n1
 : 95, 1, 90, ·, 1.0, -37, ·, -4, 4, -1
> CCOC(=O)c1oc2ccc(CNCCO)c(Cl)c2c1C
 : 94, 2, 92, 0, -1.4, -38, -16, -25, -2, 9
> CCn1c(SCC(=O)N2CCc3ccccc3C2)nc2c1c(=O)n(C)c(=O)n2C
 : 100, -1, 102, ·, -1.0, -50, -4, 26, 8, ·
> CCOc1ccc(NC(=S)NC(C)c2cccs2)cc1 (centres undefined)
 : 93, 1, 87, -6, -2.5, 2, -6, 0, -2, 15
> Cc1ccc(C2N(c3ccccc3)C(=S)N3CCCN23)cc1 (centres undefined)
 : 69, 1, 74, -1, -2.0, -24, 4, 6, -4, 8
> COc1ccc(NC(=O)CSc2nnc(-c3ccccc3C)n2C)cc1
 : 103, 1, 95, -6, -1.6, -24, -2, 10, 0, 5
> CN1/C(=C\C(=O)c2ccccc2Cl)c2ccccc2CC1(C)C
 : 59, 4, 53, -7, -1.6, -13, 5, 3, -5, 17
> Cc1oc(C2CC2)cc1C(=O)O
 : 92, 2, 97, 0, -2.7, -11, -13, ·, -2, 11
> CCOC(=O)c1[nH]c2ccccc2c1CCCN1C(=O)c2ccccc2C1=O
 : 62, 3, 84, ·, 0.7, -19, -22, -23, 1, 36
> Cc1nn(CCO)c(C)c1Oc1ccccc1O
 : 89, 6, 108, -2, -0.9, -38, -1, -8, -4, 7
> CC(C(=O)NCc1ccccc1)N(CCN1CCOCC1)C(=O)c1snc(C(N)=O)c1N (centres undefined)
 : ·, 2, ·, 2, ·, ·, ·, -20, 8, ·
> CC1(C)Cc2c(sc(/N=C/N3CCCC3)c2C#N)C(C)(C)N1
 : 102, 4, 95, ·, 0.6, -27, ·, 2, 0, 17
> CN(C1CCS(=O)(=O)C1)S(=O)(=O)c1ccccc1[N+](=O)[O-] (centres undefined)
 : 91, -2, 97, -10, -1.2, -35, 2, ·, 2, 4
> CCCCCCn1c(N2CCN(c3ccccc3)CC2)nc2c1c(=O)[nH]c(=O)n2C
 : 72, 5, 76, ·, -4.2, -8, -4, -39, -12, 5
> O=C(COc1ccc2ccccc2c1)NNC(=O)Cc1ccccc1
 : 100, 3, 92, -7, 0.3, -30, -1, ·, 7, 15

Remaining list, next part.
Screens in order: PTEN del growth, NPY Y2 blocker, HCT116 bCat-KO, Phagocyt inh, MRP1 act, Yeast growth inh, Yeast life ext, E-sel TNF inh, GALR2 blocker, Measles CPE
> Cc1cccc(NC2(C(F)(F)F)N=C3SCCN3C2=O)n1 (centres undefined)
 : 107, 4, 96, 0, 0.0, -52, -8, -1, -6, 24
> Cc1ccc(NC(=O)/C(CN(C)C)=N\O)cc1
 : 99, 0, 105, 2, -2.0, 2, -4, ·, 10, 11
> O=C1C(C23CC4CC(CC(C4)C2)C3)C(=O)N(c2ccccc2)N1c1ccccc1
 : 81, 5, 92, ·, -1.8, -39, -9, -4, 0, 3
> COC(=O)C1C(C(C)C)N(c2ccccc2)OC1(C)O (centres undefined)
 : 88, 2, 85, 0, -2.1, -10, -1, -18, 12, 1
> CCS(=O)(=O)N1CCC(C(=O)Nc2cccc(C(C)=O)c2)CC1
 : 121, 2, 103, 0, -0.4, -43, -13, 7, -9, 26
> CC1=C(C)CC(C(=O)NNC(=O)c2ccccc2O)C(C(=O)O)C1 (centres undefined)
 : 6, 0, 5.7*, -1, -1.9, -15, 2, -28, -22, 7
> COc1ccc(CSc2nnc(C)n2N)cc1
 : 110, 0, 102, ·, 0.3, -43, -4, -2, -8, 12
> CC(C)c1ccc(N2C(=O)CC(Sc3nc4ccccc4o3)C2=O)cc1 (centres undefined)
 : 94, 5, 105, ·, 1.1, -36, -1, -21, -12, 30
> Cc1ccc(OCC(=O)Nc2sc3c(c2C#N)CCC3)cc1
 : 104, 7, 102, 0, -0.5, -2, -10, -23, -16, ·
> COc1cccc(CC(=O)Nc2nccs2)c1
 : 103, 0, 99, 0, -2.7, -4, -12, -21, -3, 14
> COc1cccc(/C=N/NC(=O)c2ccc(-c3ccccc3)cc2)c1O
 : 5, 5, 7, 2, 0.1, -52, -19, -29, 11, 3
> Cc1cc(C(=O)NCc2ccco2)no1
 : 78, 3, 60, -2, -2.8, 10, -25, 7, -19, 4
> O=C(Nc1nccs1)c1ccccc1[N+](=O)[O-]
 : 99, -2, 90, -7, 1.7, -8, -3, ·, 4, 11
> CCOc1ccc(OCC)c(NC(=O)C2CCCN(S(=O)(=O)c3cnc[nH]3)C2)c1 (centres undefined)
 : 85, -2, 88, 0, -1.9, 8, -8, -5, 2, 6
> COCCn1nnnc1C(c1ccccn1)N1CCN(c2cc(C)ccc2C)CC1 (centres undefined)
 : 91, 2, 84, -1, 0.9, -10, -13, -6, 3, 8
> COC(=O)Cn1cc(/C=N/NC(=O)COc2cccc3cccnc23)c2ccccc21
 : 105, 1, 100, ·, 1.4, -28, 1, 10, -6, 12
> O=C1CCC(=O)N1CCOP1(=O)COc2ccccc2OC1
 : 90, -1, 77, 0, -3.7, -31, -19, 5, -7, 4
> O=C(C1CCN(S(=O)(=O)c2ccccc2)CC1)N(CCc1ccccc1)Cc1ccco1
 : 75, 4, 92, 0, -1.3, -10, -4, -9, 14, 28
> Cc1cc(NC(=O)Cc2cccs2)no1
 : 89, 3, 89, 0, -2.6, -9, -23, -12, 9, 3
> Nc1cccc(CCc2nc3cc4ccccc4cc3[nH]2)c1
 : 16, -1, 13, 9, -2.5, 3, 0, 10, 10, 6

Results in NPY Y2 blocker and MRP1 act, for two of the compounds above:
mol	NPY Y2 blocker	MRP1 act
COCCn1nnnc1C(c1ccccn1)N1CCN(c2cc(C)ccc2C)CC1 (centres undefined)	2	0.9
COC(=O)Cn1cc(/C=N/NC(=O)COc2cccc3cccnc23)c2ccccc21	1	1.4
